Bioassay records (PubChem)
CHT inh: inhibitors of human choline transporter CHT; High affinity choline transporter 1 (Homo sapiens), Q9GZV3; CHT-expressing cells, membrane potential dye, choline response; hits give low values; B-score at 10 µM; 0.86% of 310,000 active; AID 488975, 2010;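 active = B-score over 3 SD under the library average, and starting fluorescence ratio not unusually high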;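 note: choline stimulus applied at its EC90 after an EC20 pre-addition; B-score computed on integrated fluorescence ratio after choline addition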
Target sequence (Q9GZV3 whole entry, looked up): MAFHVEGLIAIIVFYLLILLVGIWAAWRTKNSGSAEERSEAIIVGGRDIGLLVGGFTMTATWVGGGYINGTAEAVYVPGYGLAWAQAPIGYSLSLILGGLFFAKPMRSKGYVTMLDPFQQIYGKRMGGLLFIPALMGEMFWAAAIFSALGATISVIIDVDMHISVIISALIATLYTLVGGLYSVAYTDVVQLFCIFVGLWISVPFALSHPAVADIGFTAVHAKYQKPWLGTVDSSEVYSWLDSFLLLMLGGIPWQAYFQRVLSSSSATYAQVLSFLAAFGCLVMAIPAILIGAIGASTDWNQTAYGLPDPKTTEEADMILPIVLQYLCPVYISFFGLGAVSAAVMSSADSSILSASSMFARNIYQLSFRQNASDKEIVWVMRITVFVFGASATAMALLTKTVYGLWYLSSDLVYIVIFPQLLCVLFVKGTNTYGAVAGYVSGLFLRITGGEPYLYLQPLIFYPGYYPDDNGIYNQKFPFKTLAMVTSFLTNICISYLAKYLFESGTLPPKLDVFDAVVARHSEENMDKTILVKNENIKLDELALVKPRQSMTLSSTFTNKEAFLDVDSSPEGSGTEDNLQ
CHT allo act: CHT positive allosteric modulators, primary screen, cell-based, membrane potential dye, choline EC20. AID 488977, 2010. B-score at 10 µM. High affinity choline transporter 1 (Homo sapiens), Q9GZV3. CHT-expressing cells; hits give high values; LV-AA mutant CHT in HEK293 cells. 0.49% of 310,000 active;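 active = initial fluorescence not abnormally high and integrated response B-score, plate-corrected, over 3 SD above library mean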
The depositor's hits bear a star; i = inactive.

SMILES | CHT inh | CHT allo act
CC(C)(NC(=O)NC(CO)c1ccccc1)c1cccc(C(C)(C)NC(=O)NC(CO)c2ccccc2)c1 (stereo not given) | i | i
CC(=O)OCC(=O)Nc1cc(S(=O)(=O)N2CCCCCC2)ccc1Cl | i | i
CN(C(=O)c1ccccc1OCc1ccc(Cl)cc1)c1ccccc1 | i | i
CC(=O)Nc1ccc(-c2csc(N/N=C\c3ccncc3)n2)cc1 | i | i
CSc1sc(-c2nnc(SCC(=O)Nc3ccccc3)n2C)c2c1C=CCC2 | i | i
COc1cccc(C2C(C(C)=O)=C(C)Nc3ncnn32)c1 (stereo not given) | i | i
O=[N+]([O-])c1ccccc1S(=O)(=O)Oc1ccc(/C=N/n2cnnc2)cc1 | i | i
Cc1cccc2cc(-c3ccccc3)c(-c3ccccc3)c[n+]12 | i | i
Cc1cc(C)cc(NC(=O)c2cc(C)n(Cc3cccs3)c2C)c1 | i | i
COc1ccc(CNCC(=O)Nc2cccc(S(N)(=O)=O)c2)cc1 | i | i
CCCn1cnc2cc(NC(=O)c3ccco3)ccc21 | i | i
CCc1ccc(CNC(=O)c2ccc(OC3CCN(C(=O)COC)CC3)cc2)nc1 | i | i
COC(=O)C1=C(C(=O)OC)SC(=C2C(=S)C(C)(C)N(C(=O)C3CC3)c3ccccc32)S1 | i | i
CCNc1nc(SC(C)C(=O)Nc2ccccc2)nc(N2CCOCC2)n1 (stereo not given) | i | i
COc1ccc(NC(=O)CN(C)C(=O)c2cccc(S(=O)(=O)N3CCN(Cc4ccccc4)CC3)c2)cc1 | i | i
C[N+](C)(CCOc1ccccc1)Cc1ccccc1 (tested in a mixture with another compound) | i | i
CCOc1ccc2nc(SCC(=O)NC(=O)NCc3ccco3)[nH]c2c1 | i | i
Cc1ccccc1Nc1nc(N)nc(CSCC(=O)Nc2cccc(Br)c2)n1 | i | i
O=C(CN1CCCC1)NC(=O)NC1CCCC1 | i | i
O=C(O)COc1ccc(/C=C/C(=O)c2ccc(C3CCCCC3)cc2)cc1 | i | i
N#Cc1c(N)nc(SC2CCCCC2=O)c(C#N)c1-c1ccco1 (stereo not given) | i | i
COc1ccc(Nc2nnc(SCC3CCCCO3)s2)cc1 (stereo not given) | i | i
COc1ccc(S(=O)(=O)N2CCOC2CNC(=O)C(=O)NCCCc2ccccc2)cc1 (stereo not given) | i | i
CCC(C)[C@H](N)c1nnc(SCC(=O)Nc2ccc(C)cc2C)o1 (stereo not given in full) | i | i
O=C(c1ccccc1)c1ccc(OCC(O)CNCc2ccc(Cl)cc2)cc1 (stereo not given) | i | i

Next part:
SMILES | CHT inh | CHT allo act
COC(=O)c1ccc(Cl)c(NC(=O)CSc2ncn[nH]2)c1 | i | i
Cc1cccc(CN2C[C@]34CC[C@@H](C[C@@H]3S2(=O)=O)O4)c1 | i | i
CNCc1ccccc1OCc1ccc(F)cc1 | i | i
Cc1ccc(S(=O)(=O)N2CCOCC2)cc1C(=O)N1C(=O)c2cccc(N)c2C1=O | i | i
N#C/C(=C\c1c(N2CCC(C(N)=O)CC2)nc2ccccn2c1=O)S(=O)(=O)c1ccc(Cl)cc1 | i | i
S=c1[nH]nc(-c2ccccc2)n1C1C=CCCC1 (stereo not given) | i | i
Cc1sc[n+](CC(=O)c2ccc(Br)cc2)c1C | -13.4* | i
O=C(O)/C(=C\c1cccs1)Sc1nnc(-c2ccc(F)cc2)o1 | i | i
CCOC(=O)C1=NNC2(CC(=O)N(c3cccc(C)c3)C2=O)C1 (stereo not given) | i | i
CCCCc1ccc(/C=C2\C(=O)c3ccccc3C(O)=C2C(=O)OCC)cc1 | i | i
CC(=O)Nc1ccc(CN2CCN(C3CCCCC3)C(CCO)C2)cc1 (stereo not given) | i | i
CC(=O)c1c(C)[nH]c(C(=O)CSc2nnc(C)s2)c1C | i | i
Cc1ccc2[nH]c3c(c2c1)CN(C(C)C)CC3 | i | i
N=c1c(C(=O)NC2CCCCC2)cc2c(=O)n3ccccc3nc2n1CCc1ccccc1 | i | 7.32*
O=C(NCCN1CCOCC1)/C(=C/c1ccc(F)cc1)NC(=O)c1ccccc1 | i | i
Cc1ncc(CN2CCCC(C(=O)Nc3ccc(-c4cccc(F)c4)cc3)C2)n1C (stereo not given) | i | i
CCCCN1C(=O)NC(c2cccc([N+](=O)[O-])c2)C(C(=O)OCC)=C1C (stereo not given) | i | i
CCc1cc(CC)c(/C=N/NC(N)=O)c(CC)c1/C=N/NC(N)=O | -9.29* | i
CC1(C)Cc2nc(Cl)c(C(=O)O)cc2CO1 | i | i
O=C(CCN1C(=O)/C(=C/c2ccccc2)SC1=S)NCCCN1CCOCC1 | i | i
Nn1c(SCC(=O)Nc2ccc(F)cc2)nnc1C1CCCCC1 | i | i
O=C(Cn1nnc(-c2ccc(F)cc2)n1)OCC(=O)c1ccccc1 | i | i
Cc1ccc(C(=O)NNC(=O)C2CCN(c3ncccn3)CC2)cc1 | i | i
Cn1c(C(O)C(O)c2ccccc2)nc2ccccc21 (stereo not given) | i | i
COc1cccc(NC(=O)C2(S(=O)(=O)c3ccc(Cl)cc3)CC2)c1 | i | i

Quoted at random: 2 compounds from above, in no set order.
SMILES | CHT inh | CHT allo act
CC1(C)Cc2nc(Cl)c(C(=O)O)cc2CO1 | i | i
O=C(NCCN1CCOCC1)/C(=C/c1ccc(F)cc1)NC(=O)c1ccccc1 | i | i

The listing continues.
SMILES | CHT inh | CHT allo act
O=C(CN1C(=O)/C(=C\c2ccc(F)cc2)Oc2ccccc21)NCc1ccco1 | i | i
CC(=O)Nc1cccc(-c2nc3ccc(NC(C)=O)cc3[nH]2)c1 | i | i
Cc1ccc(S(=O)(=O)N/N=C\C=C\c2ccccc2)cc1 | i | i
COc1ccccc1-n1nnnc1SCC(=O)Nc1cc(C)on1 | i | i
Nc1ccccc1NC(=O)CCn1c(=S)[nH]c2ccccc2c1=O | i | i
Cc1ccccc1OCCSc1nnc(-c2cccnc2)n1N | i | i
COc1ccc(CNC(=O)C(=O)NCC2CCCN2S(=O)(=O)c2ccccc2)cc1 (stereo not given) | i | i
CCOc1ccc(S(=O)(=O)N2CCN(Cc3ccccc3)CC2)c2cccnc12 | i | i
CCOC(=O)Nc1ccc2c(c1)N(C(=O)CCN1CCOCC1)c1ccccc1S2=O (stereo not given) | i | i
Cc1ccc(CSc2nnc(Nc3ccc(C)cc3)s2)cc1 | i | i
Cc1cc(NS(=O)(=O)c2ccc(NC(=S)NC(=O)/C=C/c3ccccc3)cc2)no1 | i | i
CCOC(=O)C(=CNCC(=O)OC)C(=O)OCC | i | i
CCOc1cccc(OCCCCN2CCOCC2)c1 | i | i
CCOc1cc(/C=C2/NC(=O)N(CC(=O)OC)C2=O)ccc1OC | i | i
S=C(NCc1ccccc1)Nc1ccc2ccccc2c1 | i | i
CCn1c(/C=C/N(C(C)=O)c2ccccc2)[n+](CC)c2ccc(Cl)cc21 | i | i
CCN=C1Sc2nc3ccc(OCC)cc3cc2CN1CCOC | i | i
CCN(CC)S(=O)(=O)c1cc(C(=O)N(C)CC(=O)Nc2ccc(Cl)cc2)ccc1Cl | i | i
CCOC(=O)C1=C(CNC2CCCCC2)NC(=O)NC1c1cc(C)ccc1C (stereo not given) | i | i
Cc1ccc(N(C(C)C(=O)O)S(=O)(=O)c2cccnc2)cc1 (stereo not given) | i | i
Cc1ccc(S(=O)(=O)Nc2cccc(/C=C/C(=O)O)c2)cc1 | i | i
O=C(O)CCCNC(=O)c1cncc(Br)c1 | i | i
Cc1ccsc1-c1n[nH]c(=S)n1C1CCCCC1 | i | i
Cc1c(C(=O)N(Cc2cccs2)C2CCS(=O)(=O)C2)oc2ccccc12 (stereo not given) | i | i
COc1cccc(/C=C(\C#N)c2nc3ccccc3[nH]2)c1OCC(=O)O | i | i

Compound profiles, as listed above.
Listed for Cc1ccccc1Nc1nc(N)nc(CSCC(=O)Nc2cccc(Br)c2)n1 : CHT inh: i; CHT allo act: i
Listed for CCNc1nc(SC(C)C(=O)Nc2ccccc2)nc(N2CCOCC2)n1 (stereo not given) : CHT inh: i; CHT allo act: i

Later entries.
SMILES | CHT inh | CHT allo act
O=C(CN1C(=O)C2CC=CCC2C1=O)OCC(=O)c1ccc(Cl)c([N+](=O)[O-])c1 (stereo not given) | i | i
Cc1ccc2c(Cl)c(C(=O)NCCc3ccccc3)sc2c1 | i | i
Cc1cc(=O)oc2cc(OCC(=O)OCC(=O)NC(=O)NC(C)C)ccc12 | i | i
Cc1ccc(NC(=O)Nc2nnc(CSCCOc3ccc(Cl)cc3)s2)cc1 | i | i
O=C(NCCN1CCOCC1)c1cccc(NS(=O)(=O)c2ccc(Br)cc2)c1 | i | i
COC(=O)c1cccc(N(C(=O)c2cnccn2)C(C(=O)NCc2ccccc2)c2ccco2)c1 (stereo not given) | i | i
O=C(O)C1CC=CCC1C(=O)NNc1c(Cl)cc(Cl)cc1Cl (stereo not given) | i | i
Cc1ccc(-n2c(SCC(=O)N/N=C/C=C/c3ccccc3[N+](=O)[O-])nc3ccccc3c2=O)cc1 | i | i
COCc1cc(=O)[nH]c(SC)n1 | i | i
CCOc1ccc(CCNC(=O)c2cc(-c3ccccc3)c(N3CCOCC3)s2)cc1 | i | i
CC1CCN(CCC(=O)Nc2ccccc2)CC1 | i | i
Cc1ccc(S(=O)(=O)N2CCN(CC(=O)N(CC(C)C)c3c(N)n(CC(C)C)c(=O)[nH]c3=O)CC2)c(C)c1 | i | i
COc1cc2ccccc2cc1C(=O)NC(=S)Nc1cccc(C(=O)O)c1C | i | i
CC(=O)N1CCCc2cc(S(=O)(=O)Nc3ccc(C)cc3C)ccc21 | i | i
CN(C)c1ccc(/C=C2\SC(=O)N(CCc3nnc(N)s3)C2=O)cc1 | i | i
C[C@H]1CN=C(N(C)C)N1CC1CCC(C(C)(C)C)CC1 (stereo not given in full) | i | i
CCN(CC)S(=O)(=O)c1cc(OC)c(Cl)cc1Cl | i | i
COc1cc(NC(=O)Cc2ccccc2)ccc1NC(=O)Cc1ccccc1 | i | i
COc1ccc(-c2[nH]ncc2CN(C)CCc2c(C)n[nH]c2C)c(F)c1 | i | i
CCOC(=O)N1CCN(C(=O)c2cc3cc(Br)ccc3oc2=O)CC1 | i | i
CCOc1ccc(CCNC(=O)COC(=O)c2sccc2C)cc1OCC | i | i
COc1cc(NC(=O)CSc2nc3ccccc3n2-c2ccccc2)c(C)cc1[N+](=O)[O-] | i | i
CCOC(=O)c1cn[nH]c1N | i | i
O=C(Cn1c(=O)c2cccn2c2ccccc21)NCCc1ccc(Cl)cc1 | i | i
CC(=O)C1=C(O)C(=O)N(Cc2ccccc2)C1c1ccc(Cl)cc1 (stereo not given) | i | i

Exported in CSV form: 3 of the compounds above
molecule,CHT inh,CHT allo act
CCC(C)[C@H](N)c1nnc(SCC(=O)Nc2ccc(C)cc2C)o1 (stereo not given in full),i,i
O=C(c1ccccc1)c1ccc(OCC(O)CNCc2ccc(Cl)cc2)cc1 (stereo not given),i,i
COC(=O)c1ccc(Cl)c(NC(=O)CSc2ncn[nH]2)c1,i,i

Shown with values under each structure: entries from further up.
Below each compound – CHT inh | CHT allo act
> Cn1c(C(O)C(O)c2ccccc2)nc2ccccc21 (stereo not given)
 : i | i
> COc1cccc(NC(=O)C2(S(=O)(=O)c3ccc(Cl)cc3)CC2)c1
 : i | i
> O=C(CN1C(=O)/C(=C\c2ccc(F)cc2)Oc2ccccc21)NCc1ccco1
 : i | i
> CC(=O)Nc1cccc(-c2nc3ccc(NC(C)=O)cc3[nH]2)c1
 : i | i
> Cc1ccc(S(=O)(=O)N/N=C\C=C\c2ccccc2)cc1
 : i | i
> COc1ccccc1-n1nnnc1SCC(=O)Nc1cc(C)on1
 : i | i
> Nc1ccccc1NC(=O)CCn1c(=S)[nH]c2ccccc2c1=O
 : i | i

Next entries.
SMILES | CHT inh | CHT allo act
COc1ccccc1C(=O)Nc1ccncc1 | i | i
C/C(N)=C(/C#N)C(=O)CSc1nnc(Nc2ccccc2)s1 | i | i
O=S(=O)(c1ccc(C2CCCCC2)cc1)N1CCN(c2ncccn2)CC1 | i | i
Cc1ccccc1S(=O)(=O)Cc1ccc(C(=O)NC2CCCC2)o1 | i | i
COC(=O)c1nc(NC(=O)c2ccc(Br)cc2)n[nH]1 | i | i
Cc1c(C(=O)O)cccc1-c1ccc(C=O)o1 | i | i
CCOC(=O)c1c(C)[nH]c(C)c1S(=O)(=O)N(C)Cc1ccco1 | i | i
C[C@@H]1C[C@@H]2OC(=O)[C@]3(C)[C@H]2[C@@H](OC3(C)O)[C@]2(C)C(=O)C=C[C@H]12 (stereo not given in full) | i | i
CCc1ccc(N2CC(C(=O)NC3CCCCC3C)CC2=O)cc1 (stereo not given) | i | i
COc1ccc(NS(=O)(=O)c2cccc(C(=O)NNC(=O)c3ccc(Br)o3)c2)cc1 | i | i
N#Cc1c(F)cccc1N1CCOCC1 | i | i
NS(=O)(=O)c1ccc(CCNC(=O)CN2CCCCCC2)cc1 | i | i
COC(=O)CCCNC(=O)c1ccc(OS(=O)(=O)c2cc([N+](=O)[O-])ccc2C)cc1 | i | i
CCCCCC[N+](C)(C)CCSSCC[N+](C)(C)CCCCCC | i | i
Cc1ccc(C(=O)NCC2CCCN2S(=O)(=O)c2ccc(C)cc2)cc1 (stereo not given) | i | i
O=C(N/N=C/c1ccccc1O)C1SCCCS1 | i | i
CCNc1c(N)c(=O)oc2ccccc12 | i | i
COCCCNC(=O)Cn1nnc(-c2ccc(NC(=O)c3ccc(F)cc3)cc2)n1 | i | i
CC(C(=O)c1ccc(-c2ccccc2)cc1)[n+]1cccc(Br)c1 (stereo not given) | i | i
COC(=O)c1ccc(CSc2nc3ccccc3c(=O)n2-c2ccccc2)o1 | i | 8.58*
COCCn1c(=NC(=O)CSCC(=O)N2CCOCC2)sc2cc(C)ccc21 | i | i
CCC(C)c1ccc(NC(=S)NCc2ccccn2)cc1 (stereo not given) | -9.17* | i
COC(=O)c1cc(Cl)c(NC(=O)c2cc3ccccc3o2)cc1OC | i | i
NNC(=O)c1[nH]c2ccc(Br)cc2c1-c1ccccc1 | i | i
